KRASV12 cytotoxicity = viability loss of HPDE-C7K cells – cell-based, fluorescence, HTS, primary screen (AID 431); HPDE-C7K KRASV12 cells, Alamar Blue viability, 48 h; higher % means a stronger effect; cytotoxicity, % at 10 µM, or EC50 in µM where a hit was titrated; 63,000 compounds, 1.7% hits;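 active = compounds whose percent cytotoxicity in the single-dose primary screen, scaled between solvent and toxic-drug controls, exceeds 50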;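 also: 0% = DMSO solvent wells and 100% = doxorubicin-treated wells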
DPM-DC inhibit = inhibitors of Streptococcus pneumoniae diphosphomevalonate decarboxylase; purified DPM-DC, PK/LDH coupled NADH fluorescence; 65,000 compounds, 0.49% hits; AID 556; calls only at 10 µM;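 active = the 320 compounds with the highest percent inhibition in the single-dose primary screen, excluding strongly autofluorescent ones, cut at about 32% in these data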;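 also: kinetic rate of NADH fluorescence loss reporting ADP formed by the decarboxylase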
Spn MK inh = blocks S. pneumoniae mevalonate kinase; purified MK, PK/LDH-coupled NADH absorbance 340 nm; inhibition, % at 10 µM; 65,000 compounds, 0.48% hits; AID 555;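 active = ranked among the strongest by inhibition in the single 10 µM screen, a fixed top-ranked set picked for dose follow-up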; also: no value below 0 was filed
HT1080 viability = cytotoxicity in HT1080 fibrosarcoma cells, cell-based, fluorescence readout (AID 620) | HT1080 viability, fluorescence; higher % means a stronger effect | one-dose cytotoxicity, % at 10 µM; EC50 in µM for titrated hits | 87,000 compounds, 0.42% hits;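 also: cells exposed to compound overnight then 4 h with Alamar Blue; 0% = vehicle DMSO and 100% = killing control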
LYP inhibition = inhibition of human PTPN22 tyrosine phosphatase – biochemical, DiFMUP fluorescence, recombinant catalytic domain, 10 µM, primary screen (AID 606); 52,000 tested, under 10 active; recombinant LYP catalytic domain, DiFMUP fluorescence; higher % means a stronger effect; one-dose inhibition, % at 10 µM; IC50 in µM for titrated hits;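 active = IC50 under 40 µM in the dose-response test; inactive = IC50 of 40 µM or more, or never dose-tested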
Bfl-1 inhibitors = Bfl-1 inhibitors, primary screen, biochemical, fluorescence polarization, FITC-Bid, mouse (AID 432) | FITC-Bid BH3 peptide fluorescence polarization displacement; higher % means a stronger effect | one-dose displacement, % at 20 µM; IC50 in µM for titrated hits | 64,000 compounds, 0.02% hits; in the data active = a potency from the dose series; inactive = the rest, 99 in 100 with displacement below about 15%; also: strong numbers were not always called active
HPDE-C7 cytotoxicity = HPDE-C7 pancreatic duct cell viability loss – fluorescence, HTS (AID 430); 63,000 compounds, 1.8% hits; HPDE-C7 pancreatic duct cells viability, fluorescence; higher % means a stronger effect; one-dose cytotoxicity, % at 10 µM; EC50 in µM for titrated hits;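 also: cells exposed to compound for 48 hours before viability readout; 0% = vehicle and 100% = reference cytotoxic drug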
TNAP inhibition = human TNAP enzyme inhibitors, biochemical, luminescent (AID 518) | purified TNAP enzyme, luminescent substrate readout; higher % means a stronger effect | inhibition, % at 20 µM, or IC50 in µM where a hit was titrated | 64,000 compounds, 0.09% hits; in the data active = a potency from the dose series; inactive = the rest, 99 in 100 with inhibition below about 22%;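 also: plate controls were vehicle for no effect and reference inhibitor for full effect; many of its hits are not listed in these tables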
Spn PMK inh = blocks S. pneumoniae phosphomevalonate kinase; purified PMK, PK/LDH-coupled NADH absorbance 340 nm; inhibition, % at 10 µM; 65,000 compounds, 0.49% hits;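 active = top-ranked compounds by inhibition in the single 10 µM screen, taking a fixed number of the strongest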;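 also: 0% = full reaction with DMSO carrier and 100% = background rate without enzyme reaction; no value below 0 was filed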
Spn PMK inh pilot replicates = also measured in Spn PMK inh; calls as there; inhibition, %; measured here: pilot screen replicates
Spn MK inh pilot replicates = also measured in Spn MK inh; calls as there; inhibition, %; measured here: pilot screen replicates
DPM-DC inhibit pilot screen % = further read-out of DPM-DC inhibit, marked with its call; inhibition, %; measured here: pilot screen trials
* = called active by the depositor; i = inactive; . = no result given. Rule as the data show it, unless noted: active = cytotoxicity above about 50%; inactive = the rest.

SMILES	KRASV12 cytotoxicity	DPM-DC inhibit	Spn MK inh	HT1080 viability	LYP inhibition	Bfl-1 inhibitors	HPDE-C7 cytotoxicity	TNAP inhibition	Spn PMK inh	others
CC(C)n1c(C(=O)OCC(=O)NCc2ccc3c(c2)OCO3)cc2sccc21	23%	i	12	8%	10%	-7%	45%	3%	0
COc1ccccc1NC(=O)CSc1nnc(Cc2cccn2C)n1-c1ccc(F)cc1	8%	i	1	4%	11%	-5%	10%	16%	4	Spn PMK inh pilot replicates=1.5;Spn MK inh pilot replicates=1.0;DPM-DC inhibit pilot screen %=0.0
Cc1ccc(-c2nn(CC(=O)Nc3ccc4c(c3)nc3n4CCOC3)c(=O)c3ccccc23)cc1	5%	i	4	-12%	10%	18%	3%	7%	3
COc1ccc(N(Cc2cc3cc(OC)ccc3[nH]c2=O)C(=O)C2CCCO2)cc1 (stereo not given)	-3%	i	8	-4%	14%	-1%	-24%	13%	0
CCCn1nc2ccccc2c1P(=N)(N1CCOCC1)N1CCOCC1	-16%	i	11	0%	10%	-3%	-17%	1%	5
CCOC(=O)Cn1c(=O)c2c(nc(N3CCCCC3)n2Cc2ccccc2)n(C)c1=O	-6%	i	11	-17%	17%	-2%	-3%	7%	8
COc1ccc(CCNC(=O)C2CCC(CNc3c(N4CCCC4)c(=O)c3=O)CC2)cc1OC (stereo not given)	.	i	3	12%	8%	-4%	.	6%	17
c1coc(Cn2nnnc2CN2CCN(C3CCCC3)CC2)c1	4%	i	10	4%	3%	2%	-1%	10%	11	Spn PMK inh pilot replicates=0.0;Spn MK inh pilot replicates=0.0;DPM-DC inhibit pilot screen %=0.0
CC(=O)c1cccc(NC(=O)Nc2c(C)nn(C)c2C)c1	.	i	11	2%	5%	-3%	.	12%	4
CCOc1cccc(OCCCCn2ccnc2)c1	5%	i	34	-5%	11%	7%	17%	-2%	6	Spn PMK inh pilot replicates=0.0;Spn MK inh pilot replicates=0.0;DPM-DC inhibit pilot screen %=0.0
Cc1cc(C(=O)CSc2nnc(Nc3ccccc3)s2)c(C)n1CC1CCCO1 (stereo not given)	1%	i	2	16%	-24%	3%	3%	8%	11
c1ccc2c(c1)[nH]c1nc3nncn3nc12	.	i	8	1%	8%	6%	.	15%	10
Cc1ccc2nc(NC(=O)C3CCCN(S(=O)(=O)c4cccnc4)C3)sc2c1 (stereo not given)	-22%	i	6	-4%	7%	-2%	-9%	-4%	0
Cc1cccc(-n2ncc3c(N4CCOCC4)ncnc32)c1	0%	i	2	.	6%	-6%	4%	7%	14
O=C(NCCN1CCOCC1)c1csc2c1CCCC2	-3%	i	8	17%	-4%	-2%	-13%	20%	17	Spn PMK inh pilot replicates=8.0;Spn MK inh pilot replicates=1.5;DPM-DC inhibit pilot screen %=2.5
CC(=O)O[C@]1(C(C)=O)CC[C@H]2[C@@H]3C[C@H](C)C4=CC(=O)CC[C@]4(C)[C@H]3CC[C@@]21C	3%	i	3	-22%	19%	-12%	-15%	8%	3	Spn PMK inh pilot replicates=2.0;Spn MK inh pilot replicates=0.0;DPM-DC inhibit pilot screen %=0.0
CCc1nn(C(C)C(=O)N2CCc3ccccc3C2)c(=O)c2cc3occc3n12 (stereo not given)	.	i	0	2%	12%	-3%	.	3%	13
Cc1cccc(Cn2c(=O)n(CCCC(=O)NCc3ccco3)c(=O)c3ccccc32)c1	24%	i	0	-10%	-17%	8%	42%	9%	18
CCCCn1nnnc1NCc1cccc(OC)c1OC	13%	i	3	27%	-1%	-7%	-2%	4%	0
CCn1ncc(C2=NOC(C(=O)NCc3ccc(OC)cc3)C2)c1C (stereo not given)	24%	i	1	2%	6%	1%	21%	5%	5
CCOC(=O)c1nc2sc(C)c(C)c2c(=O)[nH]1	-13%	.	10	3%	4%	-3%	-20%	-29%	14
CCCc1cc(C(=O)Nc2ccccc2SC)no1	-10%	i	5	7%	-7%	-10%	-6%	22%	0	Spn PMK inh pilot replicates=1.0;Spn MK inh pilot replicates=0.0;DPM-DC inhibit pilot screen %=1.0
CCOc1ccc(C2=[N+]([O-])C(C)(C)N(O)C2(C)C)cc1	-8%	i	3	2%	8%	-2%	-17%	11%	8
CC(Sc1ncc(C#N)c(N)n1)C(=O)Nc1ccccc1 (stereo not given)	16%	i	0	.	.	1%	2%	7%	26*
COc1cccc(C2(O)CCN(C(=O)C3CCC3)CC2)c1	-4%	i	0	-14%	.	2%	-7%	3%	4

The last 5 entries of the section before are carried over, then new ones follow.
SMILES	KRASV12 cytotoxicity	DPM-DC inhibit	Spn MK inh	HT1080 viability	LYP inhibition	Bfl-1 inhibitors	HPDE-C7 cytotoxicity	TNAP inhibition	Spn PMK inh	others
CCOC(=O)c1nc2sc(C)c(C)c2c(=O)[nH]1	-13%	.	10	3%	4%	-3%	-20%	-29%	14
CCCc1cc(C(=O)Nc2ccccc2SC)no1	-10%	i	5	7%	-7%	-10%	-6%	22%	0	Spn PMK inh pilot replicates=1.0;Spn MK inh pilot replicates=0.0;DPM-DC inhibit pilot screen %=1.0
CCOc1ccc(C2=[N+]([O-])C(C)(C)N(O)C2(C)C)cc1	-8%	i	3	2%	8%	-2%	-17%	11%	8
CC(Sc1ncc(C#N)c(N)n1)C(=O)Nc1ccccc1 (stereo not given)	16%	i	0	.	.	1%	2%	7%	26*
COc1cccc(C2(O)CCN(C(=O)C3CCC3)CC2)c1	-4%	i	0	-14%	.	2%	-7%	3%	4
COc1ccc(C2C(C#N)=C(N)Oc3cc(O)ccc32)cc1OC (stereo not given)	-3%	i	0	-13%	18%	3%	-7%	0%	9
COc1ccc(-n2nnc3c(SCC(=O)N4CCCc5ccccc54)ncnc32)cc1	8%	i	0	-12%	16%	-8%	-6%	9%	9
COc1ccc(NC(=O)COc2nsnc2N2CCCCC2)cc1	-4%	i	2	-5%	.	-7%	-6%	10%	0
Cc1ccc(CN2C3=NCCCN3c3ccccc32)cc1	7%	i	4	-5%	11%	-9%	6%	0%	9
O=C(O)c1ccc(COc2c(F)c(F)c(F)c(F)c2F)o1	17%	i	0	-10%	.	6%	10%	11%	3	Spn PMK inh pilot replicates=0.0;Spn MK inh pilot replicates=0.0;DPM-DC inhibit pilot screen %=4.0
Cc1ccc(-c2nnc3c4ccccc4c(C)nn23)cc1S(=O)(=O)N1CCN(C)CC1	4%	i	11	12%	9%	19%	-9%	21%	15	Spn PMK inh pilot replicates=0.0;Spn MK inh pilot replicates=0.0;DPM-DC inhibit pilot screen %=0.5
COc1ccc(-c2nnc(SC(C)C(=O)Nc3nccs3)n2-c2ccccc2)cc1OC (stereo not given)	10%	i	7	3%	14%	-9%	-5%	4%	9	Spn PMK inh pilot replicates=4.0;Spn MK inh pilot replicates=4.5;DPM-DC inhibit pilot screen %=0.0
CSc1ccccc1NC(=O)Nc1ccccc1	-6%	i	8	6%	.	-9%	-3%	0%	10
CCc1ccc(C2CC(c3ccccc3)Nc3nc(N)nn32)cc1 (stereo not given)	5%	i	3	1%	18%	2%	-10%	11%	1
Nc1ncnc2nc(N3CCN(C(=O)c4ccccc4)CC3)[nH]c12	-19%	i	15	7%	.	1%	-19%	12%	3
CCOC(=O)N1C(=O)c2cc(OC)ccc2S1(=O)=O	6%	i	9	.	.	3%	-4%	7%	29*
Cc1cc(C)n(CCO)c(=O)n1	-23%	i	8	-4%	15%	9%	-25%	10%	0
COCCn1nnnc1C1(N(Cc2cc3cc(C)ccc3[nH]c2=O)CC2CCCO2)CCN(C)CC1 (stereo not given)	-2%	i	1	-1%	.	-8%	6%	-2%	7
CCCNC(=O)c1ccc(SC)cc1OC	-9%	i	7	3%	1%	-1%	-4%	11%	8
CC[C@@H](C)[C@H](NC(=O)OC(C)(C)C)c1nnc(S(=O)(=O)Cc2cc(C)ccc2C)o1	47%	i	0	4%	10%	4%	58%*	4%	0
Cc1ccc(NCc2nnc(SCC(=O)c3ccc4c(c3)OCCO4)o2)c(C)c1	-2%	i	4	0%	17%	-1%	-2%	2%	4
CCOCCCNC(=O)C(NC(=O)c1ccc2c(c1)OCO2)c1ccc(OC)cc1 (stereo not given)	-9%	i	9	4%	.	2%	0%	3%	10
CC1CN(c2nnnn2-c2ccccc2)CC(C)O1 (stereo not given)	-6%	i	12	2%	6%	-2%	2%	-2%	0
O=C(Cn1[nH]c(=O)c2ccccc2c1=O)NC1CCN(Cc2ccccc2)CC1	10%	i	1	12%	7%	-1%	-1%	-3%	17
CCCC(=O)Nc1nc2ccc(OCC)cc2s1	2%	i	1	-1%	9%	3%	4%	12%	17
CCOC(=O)c1ccccc1NC1OC(=O)c2ccccc21 (stereo not given)	6%	.	0	-16%	3%	-4%	7%	4%	16
COC(=O)c1sc(NC(=O)COc2ccccc2OC)nc1C	-11%	i	8	4%	-7%	3%	-3%	9%	10	Spn PMK inh pilot replicates=1.5;Spn MK inh pilot replicates=0.0;DPM-DC inhibit pilot screen %=0.0
CCOC(=O)C1CCCN(C(=O)c2ccc(CNc3c(N4CCC(C)CC4)c(=O)c3=O)cc2)C1 (stereo not given)	-2%	i	2	-7%	15%	5%	2%	1%	0
CC(=O)N1c2ccccc2NC2=C(C(=O)CCC2)C1c1cccnc1 (stereo not given)	-9%	i	5	2%	3%	-7%	2%	18%	11
CC(C)c1nc(N2CCOCC2)c(C#N)c2c1COC(C)(C)C2	1%	.	4	-10%	4%	-2%	5%	4%	13

Next entries:
SMILES	KRASV12 cytotoxicity	DPM-DC inhibit	Spn MK inh	HT1080 viability	LYP inhibition	Bfl-1 inhibitors	HPDE-C7 cytotoxicity	TNAP inhibition	Spn PMK inh	others
O=C(CCc1nc(-c2ccccc2F)no1)NC1CCN(Cc2ccccc2)CC1	-13%	i	1	4%	2%	-1%	-8%	4%	16
Nc1nc(CN2CCN(c3ccccn3)CC2)nc(Nc2ccc(F)cc2)n1	6%	i	9	12%	11%	-4%	5%	0%	12
COc1ccc(N2CCN(CCCNS(=O)(=O)c3ccc4c(c3)oc(=O)n4C)CC2)cc1	2%	i	4	-10%	4%	-8%	-8%	4%	14
CC1CCCCN1C(=O)CSc1ccc(-c2ccc(F)cc2)nn1 (stereo not given)	-2%	i	8	-11%	-2%	-1%	2%	4%	16
CCOc1ccc(-c2nnc3sc(COc4ccc(Cl)cc4)nn23)cc1	7%	i	6	2%	.	-2%	-2%	11%	4
Cc1ccc(CC2SC(=O)NC2=O)cc1Cl (stereo not given)	-13%	i	10	3%	-1%	-1%	-2%	5%	3	Spn PMK inh pilot replicates=0.0;Spn MK inh pilot replicates=0.0;DPM-DC inhibit pilot screen %=0.0
CCOCCCNC(=O)C(NC(=O)c1cnccn1)c1ccc(OC)cc1 (stereo not given)	-2%	i	11	-1%	.	-9%	-6%	0%	4
CC(=O)Nc1c2c(nn1-c1cccc(Cl)c1)CS(=O)C2 (stereo not given)	0%	i	4	0%	8%	1%	-8%	11%	0
COc1ccccc1N1CCN(C(=O)CCNS(=O)(=O)c2ccc(Br)s2)CC1	-6%	i	3	0%	9%	0%	-22%	3%	15

Screening data from PubChem BioAssay.
